# Scp-1 inhibitor: Scp-1 phosphatase inhibitors, primary screen, biochemical, colorimetric, uHTS. Carboxy-terminal domain RNA polymerase II polypeptide A small phosphatase 1 (Homo …. Recombinant Scp1, phosphopeptide, malachite green phosphate absorbance. inhibition, % at 20 µM. 340,000 compounds, 0.88% hits. AID 493091, 2011;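 active = inhibition above about 50% at 20 µM, limit read from the data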;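 note: plate controls were DMSO wells with enzyme for no effect and wells lacking enzyme for full effect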
# Target sequence (Q9GZU7 76-261 limits assumed): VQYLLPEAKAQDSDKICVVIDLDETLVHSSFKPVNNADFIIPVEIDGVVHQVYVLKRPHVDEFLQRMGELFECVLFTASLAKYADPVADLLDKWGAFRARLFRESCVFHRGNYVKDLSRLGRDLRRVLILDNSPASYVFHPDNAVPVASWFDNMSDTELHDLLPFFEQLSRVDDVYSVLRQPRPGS
#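 Test system: SCP-1 catalytic domain; Buffer or medium: Acidic Tris acetate buffer with magnesium and detergent; Also added: Phosphorylated 17-residue peptide substrate; Compound: single 20 µM dose, 1% DMSO; Schedule: enzyme reaction 45 min at room temperature, colour 5 min, stabilisation 30 min; Signal: Phosphate-binding colour reagent, absorbance read at 630 nm.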
# CendR NRP1 mod: modulators of CendR peptide binding to NRP-1, primary screen, biochemical, fluorescence polarization, uHTS; FAM-RPARPAR peptide binding to NRP-1; inhibition, % at 25 µM; 360,000 compounds, 0.85% hits; Neuropilin-1 (Homo sapiens), O14786; AID 602438, 2012;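 active = inhibition or corrected inhibition above about 18%, plus a signal ratio from 0.5 to 1.5, limit read from the data, passing the limit was not always enough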; note: strong numbers were not always called active
# MsrA inh: bovine MsrA enzyme inhibitors, primary screen, biochemical, absorbance, HTS | 360,000 compounds, 0.75% hits | purified bovine MsrA, absorbance read-out | Methionine sulfoxide reductase A (Bos taurus) | inhibition, % at 15.5 µM; in the data active = inhibition above about 4.5%;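 note: 0% = vehicle wells with enzyme and 100% = reference inhibitor wells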
# MsrA act: bovine MsrA enzyme activators, primary screen, biochemical, absorbance, HTS | Methionine sulfoxide reductase A (Bos taurus) | purified bovine MsrA, absorbance read-out | activation, % at 10.6 µM | 360,000 compounds, 0.3% hits; in the data active = activation above about 7.5%;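 note: 0% = vehicle and 100% = reference activator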
# LMPTP inh: LMPTP phosphatase inhibitors, primary screen, biochemical, fluorescence intensity, uHTS. Low molecular weight phosphotyrosine protein phosphatase (Homo sapiens), P24666. recombinant LMPTP-A, OMFP fluorogenic substrate. inhibition, % at 20 µM. 360,000 compounds, 0.22% hits. AID 651560, 2012;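 active = compounds that cut the enzyme signal by at least half of the control window in the single-dose screen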;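 note: plate controls were DMSO wells with enzyme plus substrate for no effect and substrate without enzyme for full effect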
# Target sequence (P24666 whole entry, looked up): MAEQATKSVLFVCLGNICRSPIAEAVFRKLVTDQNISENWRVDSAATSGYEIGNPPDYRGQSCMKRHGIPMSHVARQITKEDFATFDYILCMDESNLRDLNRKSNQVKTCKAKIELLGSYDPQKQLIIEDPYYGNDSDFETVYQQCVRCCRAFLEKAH
#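 Test system: LMPTP-A phosphatase enzyme. Amount: LMPTP-A at 0.625 nM final in the reaction. Reagent: OMFP substrate, 400 µM final. Times: 50 min at room temperature. Signal: endpoint fluorescence intensity from OMFP dephosphorylation. Read-out basis: % inhibition. Benchmarks: no-enzyme and uninhibited controls.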
# STEP block: STEP phosphatase inhibitors, primary screen, biochemical, fluorescence intensity, uHTS; 360,000 compounds, 0.25% hits; inhibition, % at 20 µM; AID 588621, 2011; recombinant STEP, OMFP fluorogenic substrate; Tyrosine-protein phosphatase non-receptor type 5 (Homo sapiens), P54829;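 active = inhibition at 20 µM, scaled per plate between control wells, above about 37%, limit read from the data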;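 note: 0% = DMSO with enzyme and substrate and 100% = substrate only without enzyme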
# Target sequence (P54829 whole entry, looked up): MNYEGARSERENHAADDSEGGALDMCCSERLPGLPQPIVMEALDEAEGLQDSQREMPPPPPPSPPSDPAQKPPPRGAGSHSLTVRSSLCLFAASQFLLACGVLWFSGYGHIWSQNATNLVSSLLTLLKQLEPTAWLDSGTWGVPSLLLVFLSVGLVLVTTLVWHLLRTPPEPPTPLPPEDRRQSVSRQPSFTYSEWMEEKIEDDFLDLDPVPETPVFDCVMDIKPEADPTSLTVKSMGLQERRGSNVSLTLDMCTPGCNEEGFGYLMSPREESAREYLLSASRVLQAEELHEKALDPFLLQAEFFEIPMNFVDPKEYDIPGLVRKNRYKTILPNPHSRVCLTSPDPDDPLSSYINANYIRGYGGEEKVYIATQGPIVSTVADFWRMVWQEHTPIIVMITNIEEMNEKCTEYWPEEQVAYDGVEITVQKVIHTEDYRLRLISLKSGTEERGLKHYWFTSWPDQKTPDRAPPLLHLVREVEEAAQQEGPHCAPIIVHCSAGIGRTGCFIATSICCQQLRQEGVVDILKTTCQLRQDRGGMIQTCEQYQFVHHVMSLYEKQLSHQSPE
#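 Measure: Control-normalized % inhibition with plate pattern correction | Test system: STEP phosphatase, cell-free reaction | Medium: pH 6.0 Bis-Tris with DTT and Tween 20 | Technique: Fluorescence, 480/540 nm | Times: Reaction 20 min, ambient temperature | Doses: Single compound dose of 20 µM, 1% DMSO final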
# SUMO1-SIM PPI: modulators of SUMO1 protein-protein interactions, primary screen, biochemical, uHTS. SUMO1 binding to a labelled peptide, TR-FRET, 1 h. inhibition, % at 20 µM. AID 602429, 2012. 360,000 compounds, 0.33% hits. Small ubiquitin-related modifier 1 (Homo sapiens), P63165; in the data active = inhibition above about 37%
# Target sequence (P63165 whole entry, looked up): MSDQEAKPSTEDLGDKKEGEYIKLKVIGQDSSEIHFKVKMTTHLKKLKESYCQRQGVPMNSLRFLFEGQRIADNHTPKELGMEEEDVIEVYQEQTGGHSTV
# DNMT1 inh: human DNMT1 methyltransferase inhibitors, primary screen, biochemical, molecular beacon, fluorescence, HinP1I cleavage, uHTS; 360,000 compounds, 0.83% hits; inhibition (reported as % activation of signal), % at 10 µM; DNA (cytosine-5)-methyltransferase 1 (Homo sapiens), P26358; in the data active = inhibition above about 50%
# TbMetRS inhib: T. brucei MetRS inhibitors, primary screen, biochemical, luminescence; purified T. brucei MetRS, ATP depletion, Kinase-Glo luminescence; inhibition, % at 11.9 µM; 360,000 compounds, 0.4% hits; AID 624268, 2012;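 active = inhibition above a per-plate cutoff of the control wells' mean inhibition plus 3 SD, cut at about 5.5% in these data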;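 note: 0% = DMSO wells median and 100% = median of wells with control inhibitor compound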
#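 assay system = parasite MetRS enzyme | timing = 15 min preincubation, 2 h reaction, all 25 °C | evaluation = percent inhibition relative to median high and low control wells | medium = HEPES buffer containing pyrophosphatase, BSA, spermine, DTT | compound = single dose, 11.9 µM final nominal, 0.9% final DMSO | detection = Kinase-Glo luminescence, ATP depletion format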
# E coli Lon inh: inhibitors of E. coli Lon protease, primary screen, biochemical, fluorescence polarization | P0A9M0 | purified E. coli Lon protease | inhibition, % at 7.94 µM | 360,000 compounds, 0.42% hits; in the data active = inhibition above about 13%, passing the limit was not always enough;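 note: 0% = enzyme with probe and DMSO and 100% = no enzyme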
# Numbers without * were called inactive; . = not tested or not shown.
# Fields: Scp-1 inhibitor, CendR NRP1 mod, MsrA inh, MsrA act, LMPTP inh, STEP block, SUMO1-SIM PPI, DNMT1 inh, TbMetRS inhib, E coli Lon inh
- CC1(C(=O)Nc2ccc3c(c2)OCO3)CCN1C(=O)CCC1CCCC1 (stereo not drawn)
→ ., 21, 0.2, -3, 2.3, -2, 1, 1, -0.3, -8
- Cc1ccc(C(=O)OCc2nnc(-c3ccc(Br)cc3)o2)cc1
→ -12, -6, -0.7, -1, 1.8, 0, 1, -1, -0.4, -9
- CC1(C)C2CCC(CN=C(N)CSS(=O)(=O)O)C1C2 (stereo not drawn)
→ ., 16, 21*, -9, -0.7, 7, -14, -5, -0.1, 7
- CC(=O)OCc1c(C(F)(F)F)nn(C)c1Oc1ccccc1
→ 10, 19, 0.5, -12, -1.0, -1, -1, 4, -1.1, -6
- CC(OC(=O)CN1C(=O)c2ccccc2C1=O)C(=O)NC1(C#N)CCCCC1 (stereo not drawn)
→ 3, -4, 0.8, -9, -0.8, 2, -7, -4, 0.3, 8
- CCC(=O)c1ccc(N2CCN(C(=O)c3cc([N+](=O)[O-])ccc3N3CCN(C)CC3)CC2)c(F)c1
→ 0, 7, 1.4, -1, 1.2, -1, -14, -3, 0.2, 1
- Cc1cccc(C)c1N(CC(=O)N1CCOCC1)S(C)(=O)=O
→ -12, 9, -0.3, -6, -4.0, -3, -3, 4, 0.2, 8
- O=C(NNC(=O)c1cc2ccccc2cc1O)Nc1ccccc1F
→ -8, -14, -0.1, -6, 0.4, -1, -6, 1, 0.2, -7
- Cc1ccc(C)c(N2CCN(C(=O)C3CCCN(c4ncnc5c4nc4n5CCCCC4)C3)CC2)c1 (stereo not drawn)
→ -1, 6, 0.2, 0, 3.6, 3, 4, -2, -0.4, 0
- CCCCCc1c(CC)ncn1CCc1ccccc1OC
→ ., -16, -0.7, -11, -1.6, ., -1, ., -2.0, -7
- COc1cccc(-c2nc(C(N)=O)c3[nH]c(=O)n(-c4cccc(Cl)c4)c3n2)c1OC
→ -5, 2, 1.5, -2, -0.3, -4, 5, 1, 0.2, 5
- O=C(CCNC(=O)c1ccccc1Cl)Nc1cccc(S(=O)(=O)N2CCCCC2)c1
→ -1, 8, 1.2, -1, -0.6, -2, 9, 0, 0.0, -6
- OC(C#CCN1CCOCC1)(c1ccccc1)C1CCCCC1 (stereo not drawn)
→ -13, 15, 1.0, -4, -2.4, -4, -1, 2, -0.6, -12
- Cc1cccc(OCc2nnc(SCC(=O)Nc3ccc(N4CCOCC4)cc3)o2)c1
→ -5, -1, -0.9, -3, -1.1, -1, -2, 0, -0.8, -3
- COc1cccc(NC(=O)CN(C)C(=O)CSc2nc(C)cc(C)n2)c1
→ -5, -6, 1.9, -2, -1.3, -1, -3, 2, 0.0, -8
- Cc1cc(C(=O)NCCN2CCOCC2)ccc1[N+](=O)[O-]
→ -3, 11, 2.1, -4, -0.9, 0, -7, -2, 0.1, -4
- COc1cc(C(=S)N2CCCC2)ccc1OS(=O)(=O)c1ccc(NC(C)=O)cc1
→ -4, 1, 0.0, -8, 0.8, -4, 4, -4, -0.2, -9
- CN1C(=O)CC(N2CCC(C(N)=O)(N3CCCCC3)CC2)C1=O (stereo not drawn)
→ 0, 1, 1.0, 0, -1.9, -3, -3, -4, -0.9, -6
- Cc1nn(C)c(C)c1C(C)NC(=O)c1ccc(OC2CCN(Cc3ccccn3)CC2)cc1 (stereo not drawn)
→ 0, 2, -0.9, -9, -0.2, 1, -7, 3, -1.2, 5
- O=C1CCCN1CCCN1CC(C(=O)N(CCO)Cc2ccccc2)CCC1=O (stereo not drawn)
→ -2, 9, 1.2, 2, -0.8, -2, -2, 0, -0.2, -7
- O=C(Nc1ccc(OCc2ccccc2)cc1)Nc1cccnc1
→ 4, 0, 0.3, -10, 0.1, -2, 0, -1, 0.1, 6
- COc1ccc(NC(=O)c2cc(C(C)C)on2)c(OC)c1
→ -13, -3, 0.4, -1, 0.5, 0, 5, 0, 0.0, -8
- Cc1ccc(Cn2ccc(NC(=O)c3cc(C(C)C)on3)n2)cc1
→ 2, -13, 0.9, -8, -0.7, -1, 2, -3, -1.2, -16
- Cc1ccccc1-c1nnc(SCC(=O)Nc2cccc(C)c2C)o1
→ -5, 0, -1.0, -4, 0.7, 2, -3, 1, -0.5, 10
- C[C@H](NC(=O)N1CCn2c1nc1ccccc12)C(=O)NC1CC1
→ -11, 10, -0.9, -3, -0.2, -2, 2, 3, -0.3, -2
- O=C(NNC(=O)c1ccc(Br)s1)NC1CCCCC1
→ 40, 15, 0.0, -1, 2.1, 0, 6, 3, -0.3, 1
- CC1=C(C(=O)N(C)C)CC(CC(=O)NCCCCc2ccccc2)C(=O)N1Cc1ccccc1 (stereo not drawn)
→ ., -3, 0.3, -3, -0.3, 0, 1, 5, -1.1, -4
- COC(=O)c1ccc(/C=N/NC(=O)c2ccc3nc[nH]c3c2)cc1
→ -7, 12, 1.2, -5, -1.9, 8, -21, 1, -0.6, -8
- BrC(=C\c1ccccc1)/C=N/Nc1ccc2nncn2n1
→ 1, 0, 4.5*, -5, 0.2, 30, -16, -5, -0.4, 5
- COCCNc1nc(N)c([N+](=O)[O-])c(NCc2ccccc2)n1
→ 1, 14, 4.0, -3, -0.4, 1, -12, -2, 0.0, -9
- COc1cc2[nH]c(=S)nc(NCc3ccccc3)c2cc1OC
→ -1, -3, 3.0, -3, 0.1, 0, 19, -1, -1.3, 6
- O=C(O)CCc1ccc(-c2ccccc2)n1-c1cccc(C(=O)O)c1
→ -14, -2, 0.5, -2, -0.6, 4, -1, 1, -0.7, -11
- O=C1NC[C@@H](CCCCN2C[C@H](Cc3ccc(O)cc3)N(CCc3ccccc3)C(=O)C2=O)N(CC2CCCCC2)C1=O
→ ., 4, -0.3, -1, -1.5, ., -1, ., 0.0, -9
- Cc1nc2scc(C)n2c(=O)c1S(=O)(=O)Nc1ccc(N2CCN(S(C)(=O)=O)CC2)cc1
→ 23, 9, 3.6, -2, 2.2, 4, 4, 4, 0.0, -15
- COc1ccc(-c2cn[nH]c2C)cc1OC
→ 4, 18, -0.7, -12, -0.4, 0, 7, -1, -1.6, -5
- CCNC(=S)NS(=O)(=O)c1ccc(F)cc1
→ -3, 2, 0.3, 1, -1.0, -3, -3, 2, -0.4, -6
- CN(C(=O)COC(=O)c1nc(Cl)c(Cl)c(Cl)c1Cl)C1CCS(=O)(=O)C1 (stereo not drawn)
→ 6, 0, 0.4, -4, 0.1, -2, -3, 8, -0.6, -9
- O=C(NC1CCCCC1)C(c1ccccc1)N1CCOCC1 (stereo not drawn)
→ -13, 12, -0.1, -3, -1.0, 0, 3, 1, -1.2, 2
- Cc1cc2nc(N)sc2cc1[N+](=O)[O-]
→ 0, -16, 5.2*, -2, 0.6, -3, -14, 0, 0.3, 7
- CCOc1c(Br)cc(C(N)=O)cc1OCc1ccccc1
→ -9, 10, 0.0, 0, -0.1, -2, 3, -3, -0.8, -5
- Cc1ccc(S(=O)(=O)N(C)S(=O)(=O)c2ccc(C)cc2)cc1
→ 5, 1, -0.1, -9, 0.8, 1, 2, -3, -0.4, 1
- CC(=O)c1cccc(S(=O)(=O)NCCC(=O)O)c1
→ -12, -6, 0.0, -3, -1.8, -3, -1, 6, 1.7, 8
- CC(Sc1ccccc1)C(=O)N/N=C/c1ccccc1 (stereo not drawn)
→ -11, 0, -0.1, -1, -1.8, 1, -3, 0, 0.4, 1
- O=C(Nc1cc(S(=O)(=O)N2CCOCC2)ccc1N1CCOCC1)c1cccc(S(=O)(=O)N2CCCCC2)c1
→ -2, 11, -0.7, -1, 0.0, -1, 0, -1, 1.0, -5
- COc1ccccc1NC(=O)CSc1nncn1-c1ccccc1
→ -5, 3, 0.1, -2, -1.4, -1, -4, -2, 0.3, 2
- COc1ccc(-n2nc(C(=O)NCC(=O)NCC3CCCO3)c3ccccc3c2=O)cc1Cl (stereo not drawn)
→ -5, -6, 0.1, -7, -0.8, 1, -13, 0, -0.2, -14
- CN(CCc1ccccc1)C(=O)c1ccc(NC(=O)Cc2ccc(NC(=O)C3CCN(C(=O)CCc4ccccc4)CC3)cc2)cc1
→ -20, -11, 0.3, 0, 5.3, -1, 3, -17, 0.3, -2
- CCCCc1nc2cc(C(=O)N3CCCCC3CCNC(C)=O)ccc2o1 (stereo not drawn)
→ -1, 7, -0.9, -8, -1.9, -3, 1, 1, -0.9, 6
- Cc1cc(NC(=O)COc2ccc(N(C)S(=O)(=O)c3ccccc3)cc2)no1
→ -5, -4, -0.5, -3, 0.4, -4, 23, 1, 0.3, 0
- c1ccc(C2=Nn3c(nnc3-c3ccco3)SC2)cc1
→ -10, -6, 2.0, -2, -0.4, 3, 5, 1, -0.3, 0
- Cn1c(=O)[nH]c(=O)c2c1nc(N1CCCCC1)n2CC(O)COc1ccc([N+](=O)[O-])cc1 (stereo not drawn)
→ 8, 1, 0.2, -8, -1.2, -5, -11, -1, -0.3, -11
- COc1ccc(-n2nc(C(=O)NCC(=O)NC(C)C)c3ccccc3c2=O)c(OC)c1
→ -9, -2, -0.3, -3, -2.7, -2, -5, 0, -1.1, -3
- Cc1ccc(C(=O)N/C(=C\c2ccc(Cl)cc2)C(=O)NCC2CCCO2)cc1 (stereo not drawn)
→ -5, -2, -0.5, -4, -0.4, 1, 0, -3, 0.4, -6
- Clc1cccc(Nc2nc(-c3ccncc3)cs2)c1
→ -12, -1, 0.8, 0, 1.1, 2, 1, 6, 1.8, 2
- COc1ccc(C(CNC(=O)c2cccc(S(=O)(=O)Nc3ccccc3OC)c2)N2CCOCC2)cc1 (stereo not drawn)
→ -1, -2, -0.4, -11, -1.1, -3, 5, 4, -0.5, 2
